Screening results (PubChem BioAssay)
PLAP inhibition – PLAP enzyme inhibitors, biochemical, luminescence, HTS (AID 690); purified PLAP, luminescent substrate; higher % means a stronger effect; inhibition, % at 20 µM; hits with a dose series show IC50 in µM; actives 0.08% (n = 96,000); in the data active = a potency from the dose series; inactive = the rest, 99 in 100 with inhibition below about 30%; also: strong numbers were not always called active
NFkB transloc inh – inhibitors of IL-1B driven NFkB p65 nuclear import, primary screen, imaging, HUVEC, IL-1B stimulus, high-content imaging; HUVEC IL-1B NFkB p65 nuclear translocation imaging; inhibition, % at 2 µM; actives 0.43% (n = 94,000);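 active = inhibition above about 30% together with a positive call from visual inspection of the well image, limit read from the data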;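 also: nuclear over cytoplasmic p65 intensity ratio measured by imaging; 0% = IL-1B stimulated DMSO wells and 100% = unstimulated DMSO wells; values of inactives mirror those of a sister screen read the other way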
Bcl-B displacement – displacers of TR3 peptide from Bcl-B, primary screen, selectivity assay for Bfl-1 inhibitor project, biochemical, fluorescence polarization; Bcl-2-like protein 10 (Homo sapiens); FP displacement of FITC-TR3 peptide from Bcl-B; higher % means a stronger effect; one-dose displacement, % at 20 µM; IC50 in µM for titrated hits; actives 0.11% (n = 96,000);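 active = displacement above 50% at 20 µM plus a fluorescence interference ratio under 1.5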;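 also: plate controls were wells without compound for no effect and wells lacking Bcl-B protein for full effect; a part of the inactive calls stands beside numbers as strong as those of hits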
NFkB transloc pot – enhancers of NFkB p65 translocation in HUVEC – imaging, IL-1B stimulus, high-content imaging, primary screen. AID 819, 2007. HUVEC IL-1B NFkB p65 nuclear translocation imaging. actives 0.3% (n = 94,000). activation, % at 2 µM;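 active = activation above 40%, about the mean plus 3 SD, also judged a hit on visual image review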;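 also: percent activation is computed from the nuclear over cytoplasmic p65 intensity ratio; values of inactives mirror those of a sister screen read the other way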
MRP reversal – reversal of MRP1-mediated doxorubicin resistance, primary screen, H69AR cells, doxorubicin co-treatment | H69AR cells + 2 uM doxorubicin, CellTiter-Glo, 72 h | differential viability (reversal), % at 10 µM | actives 0.04% (n = 85,000) | AID 602, 2007;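 active = viability drop by adding the cancer drug above about 55%, with treated viability meeting a 40% cutoff, limit read from the data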;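 also: viability without doxorubicin minus viability with 2 µM doxorubicin for each compound; larger differential means the compound sensitizes cells more to doxorubicin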
MRP reversal cytotoxicity – further read-out of MRP reversal, marked with its call; viability, %; H69AR cells, CellTiter-Glo, 72 h; measured here: cytotoxicity without doxorubicin
MRP reversal with doxorubicin – recorded beside MRP reversal, whose call it bears; viability, %; measured here: viability with 2 uM doxorubicin; active compounds read low
NFkB transloc inh cell count 2 µM – further read-out of NFkB transloc inh, marked with its call; cell count; measured here: cells passing quality filter;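 raw number of nuclei counted in each imaged well without normalization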
NFkB transloc pot cell count 2 µM – also measured in NFkB transloc pot; calls as there; cell count; measured here: cells passing quality filter
* marks the source's active call; other numbers are inactive results.

How did Cc1cccc2c1N1C(=O)c3c(C(=O)O)cccc3C1CC2C (configuration not stated) do in these assays?
NFkB transloc inh: -10; NFkB transloc pot: 10; MRP reversal: 4; MRP reversal cytotoxicity: 98; MRP reversal with doxorubicin: 94; NFkB transloc inh cell count 2 µM: 170; NFkB transloc pot cell count 2 µM: 170

Results for CCOC(=O)c1c(NC(C)=O)sc2c(O)c(CN3CCN(CC)CC3)ccc12 ?
PLAP inhibition: -27%; NFkB transloc inh: 4; Bcl-B displacement: 0%; NFkB transloc pot: -4; MRP reversal: -13; MRP reversal cytotoxicity: 83; MRP reversal with doxorubicin: 97; NFkB transloc inh cell count 2 µM: 110; NFkB transloc pot cell count 2 µM: 110

How did Cc1cc(C)n2nc(C(=O)OCC(=O)Nc3ccc4c(c3)OC(F)(F)O4)nc2n1 do in these assays?
PLAP inhibition: 19%; NFkB transloc inh: -12; Bcl-B displacement: 0%; NFkB transloc pot: 12; MRP reversal: 5; MRP reversal cytotoxicity: 107; MRP reversal with doxorubicin: 102; NFkB transloc inh cell count 2 µM: 168; NFkB transloc pot cell count 2 µM: 168

What do the screens show for `COc1ccc(C(C)=O)cc1CSc1nc2ccccc2o1`?
PLAP inhibition: 20%; NFkB transloc inh: -6; Bcl-B displacement: 0%; NFkB transloc pot: 6; MRP reversal: 18; MRP reversal cytotoxicity: 90; MRP reversal with doxorubicin: 72; NFkB transloc inh cell count 2 µM: 98; NFkB transloc pot cell count 2 µM: 98

How did CCOC(=O)c1ccccc1NC(=O)c1cccnc1 do in these assays?
NFkB transloc inh: -3; NFkB transloc pot: 3; MRP reversal: 13; MRP reversal cytotoxicity: 80; MRP reversal with doxorubicin: 67; NFkB transloc inh cell count 2 µM: 174; NFkB transloc pot cell count 2 µM: 174

How did O=C(O)c1cccc(COc2ccccc2Cl)c1 do in these assays?
PLAP inhibition: -5%; Bcl-B displacement: 0%

How did COc1ccc(N/C(C)=C2/C(=O)C(=O)N(CCO)C2c2ccc([N+](=O)[O-])cc2)cc1 (configuration not stated) do in these assays?
PLAP inhibition: -66%; NFkB transloc inh: 0; Bcl-B displacement: -8%; NFkB transloc pot: 0; MRP reversal: 0; MRP reversal cytotoxicity: 94; MRP reversal with doxorubicin: 94; NFkB transloc inh cell count 2 µM: 113; NFkB transloc pot cell count 2 µM: 113

What do the screens show for `O=C(c1ccc(Br)o1)N(Cc1ccccc1)c1ccccn1`?
PLAP inhibition: 14%; NFkB transloc inh: 0; Bcl-B displacement: 6%; NFkB transloc pot: 0; MRP reversal: 6; MRP reversal cytotoxicity: 103; MRP reversal with doxorubicin: 97; NFkB transloc inh cell count 2 µM: 73; NFkB transloc pot cell count 2 µM: 73

How did CC1=C(C)/C(=N\OS(=O)(=O)c2ccccc2)C=CC1=O do in these assays?
PLAP inhibition: 18%; NFkB transloc inh: 1; Bcl-B displacement: 7%; NFkB transloc pot: -1; MRP reversal: -1; MRP reversal cytotoxicity: 1; MRP reversal with doxorubicin: 3; NFkB transloc inh cell count 2 µM: 169; NFkB transloc pot cell count 2 µM: 169

Results for N#Cc1ccccc1Sc1ccccc1N ?
PLAP inhibition: 25%; NFkB transloc inh: 4; Bcl-B displacement: -12%; NFkB transloc pot: -4; NFkB transloc inh cell count 2 µM: 179; NFkB transloc pot cell count 2 µM: 179

Filtered by structure: the entries above containing nitrogen in an aromatic ring (four)
How did Cc1cc(C)n2nc(C(=O)OCC(=O)Nc3ccc4c(c3)OC(F)(F)O4)nc2n1 do in these assays?
PLAP inhibition: 19%; NFkB transloc inh: -12; Bcl-B displacement: 0%; NFkB transloc pot: 12; MRP reversal: 5; MRP reversal cytotoxicity: 107; MRP reversal with doxorubicin: 102; NFkB transloc inh cell count 2 µM: 168; NFkB transloc pot cell count 2 µM: 168

What do the screens show for `COc1ccc(C(C)=O)cc1CSc1nc2ccccc2o1`?
PLAP inhibition: 20%; NFkB transloc inh: -6; Bcl-B displacement: 0%; NFkB transloc pot: 6; MRP reversal: 18; MRP reversal cytotoxicity: 90; MRP reversal with doxorubicin: 72; NFkB transloc inh cell count 2 µM: 98; NFkB transloc pot cell count 2 µM: 98

How did CCOC(=O)c1ccccc1NC(=O)c1cccnc1 do in these assays?
NFkB transloc inh: -3; NFkB transloc pot: 3; MRP reversal: 13; MRP reversal cytotoxicity: 80; MRP reversal with doxorubicin: 67; NFkB transloc inh cell count 2 µM: 174; NFkB transloc pot cell count 2 µM: 174

What do the screens show for `O=C(c1ccc(Br)o1)N(Cc1ccccc1)c1ccccn1`?
PLAP inhibition: 14%; NFkB transloc inh: 0; Bcl-B displacement: 6%; NFkB transloc pot: 0; MRP reversal: 6; MRP reversal cytotoxicity: 103; MRP reversal with doxorubicin: 97; NFkB transloc inh cell count 2 µM: 73; NFkB transloc pot cell count 2 µM: 73

More results
How did COc1cc(C2NC(=O)NC(C)=C2C(=O)NCc2ccccc2)c(Cl)cc1O (configuration not stated) do in these assays?
PLAP inhibition: -18%; NFkB transloc inh: -3; Bcl-B displacement: 0%; NFkB transloc pot: 3; MRP reversal: -1; MRP reversal cytotoxicity: 102; MRP reversal with doxorubicin: 103; NFkB transloc inh cell count 2 µM: 131; NFkB transloc pot cell count 2 µM: 131

Results for CCOC(=O)c1[nH]c2c(c1C)C(=O)CC(c1ccco1)C2 (configuration not stated) ?
PLAP inhibition: -21%; Bcl-B displacement: 11%; MRP reversal: -15; MRP reversal cytotoxicity: 41; MRP reversal with doxorubicin: 57

How did CC(C(=O)OCC(=O)Nc1ccc2c(c1)OCO2)N1C(=O)c2ccccc2C1=O (configuration not stated) do in these assays?
PLAP inhibition: -13%; NFkB transloc inh: 2; Bcl-B displacement: 13%; NFkB transloc pot: -2; MRP reversal: -8; MRP reversal cytotoxicity: 86; MRP reversal with doxorubicin: 94; NFkB transloc inh cell count 2 µM: 145; NFkB transloc pot cell count 2 µM: 145

How did CCN1CCN(C(=O)c2ccc3c(=O)n(Cc4ccccc4OC)c(=S)[nH]c3c2)CC1 do in these assays?
PLAP inhibition: -6%; NFkB transloc inh: 18; Bcl-B displacement: 1%; NFkB transloc pot: -18; MRP reversal: 22; MRP reversal cytotoxicity: 68; MRP reversal with doxorubicin: 47; NFkB transloc inh cell count 2 µM: 106; NFkB transloc pot cell count 2 µM: 106

What do the screens show for `c1ccc(CCc2nn3c(-c4ccncc4)nnc3s2)cc1`?
PLAP inhibition: -5%; NFkB transloc inh: -6; Bcl-B displacement: -4%; NFkB transloc pot: 6; MRP reversal: -17; MRP reversal cytotoxicity: 62; MRP reversal with doxorubicin: 79; NFkB transloc inh cell count 2 µM: 105; NFkB transloc pot cell count 2 µM: 105

How did COCCn1c(=S)[nH]c2cc(C(=O)NCCc3ccc(OC)c(OC)c3)ccc2c1=O do in these assays?
PLAP inhibition: 8%; NFkB transloc inh: -1; Bcl-B displacement: 7%; NFkB transloc pot: 1; MRP reversal: 2; MRP reversal cytotoxicity: 78; MRP reversal with doxorubicin: 76; NFkB transloc inh cell count 2 µM: 157; NFkB transloc pot cell count 2 µM: 157

Results for CCn1c(SCC(=O)c2[nH]c(C)c(C(C)=O)c2C)nnc1-c1ccncc1 ?
PLAP inhibition: 4%; NFkB transloc inh: -13; Bcl-B displacement: -4%; NFkB transloc pot: 13; MRP reversal: 9; MRP reversal cytotoxicity: 81; MRP reversal with doxorubicin: 72; NFkB transloc inh cell count 2 µM: 161; NFkB transloc pot cell count 2 µM: 161

What do the screens show for `Cn1c(NC(=O)c2ccco2)cc(=O)n(C)c1=O`?
PLAP inhibition: 7%; NFkB transloc inh: -25; Bcl-B displacement: -1%; NFkB transloc pot: 25; MRP reversal: -77; MRP reversal cytotoxicity: 24; MRP reversal with doxorubicin: 101; NFkB transloc inh cell count 2 µM: 139; NFkB transloc pot cell count 2 µM: 139

Results for COc1ccc(-c2csc(/C(C#N)=C(\O)CSc3nccn3C)n2)cc1OC ?
PLAP inhibition: -66%; NFkB transloc inh: 0; Bcl-B displacement: -18%; NFkB transloc pot: 0; MRP reversal: 3; MRP reversal cytotoxicity: 95; MRP reversal with doxorubicin: 93; NFkB transloc inh cell count 2 µM: 147; NFkB transloc pot cell count 2 µM: 147

Results for C=CCNC(=O)COC(=O)c1cc(S(=O)(=O)N2CCOCC2)ccc1N1CCCCC1 ?
PLAP inhibition: -10%; NFkB transloc inh: 8; Bcl-B displacement: -2%; NFkB transloc pot: -8; NFkB transloc inh cell count 2 µM: 187; NFkB transloc pot cell count 2 µM: 187

What do the screens show for `COc1cc(C(C(=O)NC(C)(C)C)N(Cc2ccccc2)C(=O)c2cnccn2)cc(OC)c1OC` (configuration not stated)?
PLAP inhibition: -49%; NFkB transloc inh: 12; Bcl-B displacement: -6%; NFkB transloc pot: -12; MRP reversal: -1; MRP reversal cytotoxicity: 79; MRP reversal with doxorubicin: 80; NFkB transloc inh cell count 2 µM: 138; NFkB transloc pot cell count 2 µM: 138

What do the screens show for `CCC(=O)NCCC(c1ccco1)c1ccccc1OC` (configuration not stated)?
NFkB transloc inh: 3; NFkB transloc pot: -3; MRP reversal: 4; MRP reversal cytotoxicity: 96; MRP reversal with doxorubicin: 92; NFkB transloc inh cell count 2 µM: 159; NFkB transloc pot cell count 2 µM: 159

How did O=c1c(-c2nc3ccccc3s2)cccn1Cc1ccc(Cl)c(Cl)c1 do in these assays?
PLAP inhibition: -8%; NFkB transloc inh: 0; Bcl-B displacement: 5%; NFkB transloc pot: 0; NFkB transloc inh cell count 2 µM: 127; NFkB transloc pot cell count 2 µM: 127

How did O=C1NCCCc2c1oc1ccc(O)cc21 do in these assays?
PLAP inhibition: -5%; NFkB transloc inh: -32; Bcl-B displacement: 6%; NFkB transloc pot: 32; MRP reversal: -24; MRP reversal cytotoxicity: 65; MRP reversal with doxorubicin: 89; NFkB transloc inh cell count 2 µM: 118; NFkB transloc pot cell count 2 µM: 118

How did O=S(=O)(c1ccc(Cl)cc1)n1nnc2ccccc21 do in these assays?
PLAP inhibition: -10%; NFkB transloc inh: 6; Bcl-B displacement: 7%; NFkB transloc pot: -5; MRP reversal: 11; MRP reversal cytotoxicity: 105; MRP reversal with doxorubicin: 94; NFkB transloc inh cell count 2 µM: 193; NFkB transloc pot cell count 2 µM: 193

Results for CCOC(=O)c1cc(-c2ccc(C)o2)n[nH]1 ?
PLAP inhibition: 6%; NFkB transloc inh: 0; Bcl-B displacement: -9%; NFkB transloc pot: 0; NFkB transloc inh cell count 2 µM: 129; NFkB transloc pot cell count 2 µM: 129

Results for COCCn1nnnc1C(c1cc2cc(C)cc(C)c2[nH]c1=O)N1CCN(c2ccccc2F)CC1 (configuration not stated) ?
PLAP inhibition: -65%; NFkB transloc inh: -6; Bcl-B displacement: -1%; NFkB transloc pot: 6; MRP reversal: 6; MRP reversal cytotoxicity: 89; MRP reversal with doxorubicin: 83; NFkB transloc inh cell count 2 µM: 182; NFkB transloc pot cell count 2 µM: 182

Results for COc1cc(-c2nn3c(-c4ccco4)nnc3s2)cc(OC)c1OC ?
PLAP inhibition: 14%; Bcl-B displacement: -3%; MRP reversal: -2; MRP reversal cytotoxicity: 96; MRP reversal with doxorubicin: 98

How did O=S(=O)(NCc1ccccc1)c1ccc2c(c1)OCCO2 do in these assays?
PLAP inhibition: 8%; NFkB transloc inh: 6; Bcl-B displacement: 4%; NFkB transloc pot: -6; NFkB transloc inh cell count 2 µM: 167; NFkB transloc pot cell count 2 µM: 167

Results for CCc1c(C#N)c(SCCC(=O)Nc2ccc(C)cc2)nc2c1C(=O)CC(C)(C)C2 ?
PLAP inhibition: -38%; NFkB transloc inh: -4; Bcl-B displacement: -9%; NFkB transloc pot: 4; NFkB transloc inh cell count 2 µM: 169; NFkB transloc pot cell count 2 µM: 169

An excerpt. The share of hits here may be higher or lower than overall.
